Screening data: PubChem BioAssay, several laboratories
DNA FID counter – compounds displacing fluorescent DNA intercalator, primary screen, artefact control for HCV NS3 helicase inhibitor project, biochemical, FID fluorescence. DNA fluorescent intercalator displacement. inhibition, % at 7.9 µM. hit rate 0.17% among 290,000. AID 1845, 2009; in the data active = inhibition above about 37%;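 note: 0% = vehicle and 100% = reference compound; higher means more ethidium bromide displaced from hairpin DNA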
VIM-2 inh – VIM-2 metallo-beta-lactamase inhibitors, primary screen, biochemical, epi-absorbance readout, Pseudomonas aeruginosa enzyme; AID 1527, 2009; inhibition, % at 5.6 µM; hit rate 0.89% among 290,000; purified VIM-2, nitrocefin hydrolysis, epi-absorbance fluorescence;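 active = inhibition above the mean of all tested compounds plus 3 SD, cutoff set per screening run, cut at about 7.5% in these data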;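 note: red hydrolysis product quenches plate fluorescence so inhibitors raise well fluorescence; 0% = enzyme with DMSO and 100% = DMSO without enzyme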
MEKK3 PB1 HTS – modulators of MEKK3-MEK5 PB1 binding, primary screen, biochemical, wildtype MEKK3, multiplex bead flow cytometry, Alexa488-MEK5; Mitogen-activated protein kinase kinase kinase 3 (Homo sapiens), Q99759; bead-based flow cytometry, Alexa488-MEK5 binding to MEKK3; actives lie on both sides; 0 = blocked by unlabeled MEK5, 100 = vehicle; binding response (% of control), % at 10 µM; hit rate 1.4% among 290,000;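 active = binding response more than 3 SD above or below the average of its plate-row segment, actives on both sides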;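 note: Alexa488 bead fluorescence after subtracting the streptavidin-only scavenger bead signal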
Target sequence (Q99759 whole entry, looked up): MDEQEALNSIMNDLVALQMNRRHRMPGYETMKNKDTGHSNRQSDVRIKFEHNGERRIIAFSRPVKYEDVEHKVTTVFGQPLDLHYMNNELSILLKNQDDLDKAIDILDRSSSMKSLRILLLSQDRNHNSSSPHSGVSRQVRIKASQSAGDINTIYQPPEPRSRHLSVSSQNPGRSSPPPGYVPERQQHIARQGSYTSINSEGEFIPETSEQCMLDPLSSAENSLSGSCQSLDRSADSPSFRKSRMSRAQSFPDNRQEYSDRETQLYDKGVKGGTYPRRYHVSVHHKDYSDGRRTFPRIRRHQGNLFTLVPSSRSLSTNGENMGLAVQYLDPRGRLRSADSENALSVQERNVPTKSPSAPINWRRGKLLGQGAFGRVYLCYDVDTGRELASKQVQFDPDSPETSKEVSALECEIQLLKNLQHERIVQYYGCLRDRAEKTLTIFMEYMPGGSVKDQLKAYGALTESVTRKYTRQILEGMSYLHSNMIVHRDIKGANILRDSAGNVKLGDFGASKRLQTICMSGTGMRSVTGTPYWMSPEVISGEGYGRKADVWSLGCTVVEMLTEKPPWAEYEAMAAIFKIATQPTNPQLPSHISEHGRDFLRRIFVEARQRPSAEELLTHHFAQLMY
UBC9 SUMO inh – inhibitors of in vitro SUMOylation cascade, primary screen, biochemical, HTRF, uHTS; SUMO-conjugating enzyme UBC9 (Homo sapiens), P63279; HTRF SUMOylation assay, SAE1/SAE2 + UBC9; inhibition, % at 35 µM; hit rate 0.36% among 290,000; in the data active = inhibition above about 50%, passing the limit was not always enough; note: strong numbers were not always called active
Target sequence (P63279 whole entry, looked up): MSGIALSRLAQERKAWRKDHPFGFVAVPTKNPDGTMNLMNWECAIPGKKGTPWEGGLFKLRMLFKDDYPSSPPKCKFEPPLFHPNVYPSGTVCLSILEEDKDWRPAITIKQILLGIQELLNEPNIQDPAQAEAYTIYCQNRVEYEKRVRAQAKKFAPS
p-CIP stab down – p/CIP-EGFP fusion destabilizers, primary screen, fluorescence, F442A cells; decrease of EGFP signal, % at 10 µM; AID 1984, 2009; 16 h; hit rate 0.01% among 290,000; Q05BA5;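 active = EGFP signal decrease of at least 30% at 10 µM or well 3 SD below plate mean, unless failing retest; inactive = the rest, including hits failing retest or dose response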; note: some compounds called inactive have numbers as strong as hits; many of its hits are not listed in these tables
IMP-1 inhibitor – IMP-1 metallo-beta-lactamase inhibitors, primary screen, biochemical, epi-absorbance readout, Pseudomonas aeruginosa enzyme; metallo-beta-lactamase IMP-1 (Pseudomonas aeruginosa); purified IMP-1, nitrocefin hydrolysis, epi-absorbance fluorescence; inhibition, % at 5.6 µM; hit rate 0.45% among 290,000; AID 1556, 2009;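 active = inhibition above the mean plus 3 SD of all compounds in the same screening run, cut at about 4.5% in these data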;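 note: 0% = IMP-1 with DMSO and 100% = DMSO wells lacking enzyme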
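System: purified IMP-1 / Input: IMP-1 dispensed at 0.2 nM / Medium: 50 mM HEPES pH 7.1, 50 µM ZnSO4, 0.05% Brij 35 / Timing: 15 min enzyme–compound preincubation, then 25 min nitrocefin reaction, 25 °C / Technique: plate fluorescence quenching by hydrolysis product, ex 480/em 530 nm / Repeats: singlicate testing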
NS3 helicase inh – inhibitors of HCV NS3 helicase, primary screen, biochemical, Cy5 molecular beacon fluorescence. Hepatitis C virus NS3 helicase. AID 1800, 2009. inhibition, % at 10.9 µM. hit rate 0.56% among 290,000. NS3 helicase DNA unwinding;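 active = inhibition above the mean of all tested compounds plus 3 SD, set per campaign, cut at about 35% in these data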;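 note: 0% = DMSO wells and 100% = thioflavine S control wells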
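System: HCV NS3 helicase fragment; control set: DMSO and thioflavine S; technique: Cy5 fluorescence at 0 and 60 min, beacon hairpin quenching; reagent: beacon DNA duplex substrate plus ATP; replicates: singlicate; schedule: 1 h reaction at 25 °C, ATP-initiated; medium: MOPS buffer pH 6.5 with MgCl2, DTT, Tween20, BSA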
IDE act – human IDE activators in live cells, primary screen, fluorescence polarization, HEK cells, FAbeta-B substrate; FAbeta-B cleavage; 0% vehicle, 100% cell-free pure enzyme wells; AID 493087, 2011; activation, % at 5.96 µM; Insulin-degrading enzyme (Homo sapiens), P14735; hit rate 0.073% among 340,000;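 active = activation above the mean of all tested compounds plus 3 SD, set per screening campaign, cut at about 17% in these data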
PHOSPHO1 block – PubChem AID 1565 | recombinant PHOSPHO1, absorbance phosphatase assay | hit rate 1.1% among 290,000 | inhibition, % at 13.3 µM; in the data active = inhibition above about 60%
Target sequence (Q8TCT1 whole entry, looked up): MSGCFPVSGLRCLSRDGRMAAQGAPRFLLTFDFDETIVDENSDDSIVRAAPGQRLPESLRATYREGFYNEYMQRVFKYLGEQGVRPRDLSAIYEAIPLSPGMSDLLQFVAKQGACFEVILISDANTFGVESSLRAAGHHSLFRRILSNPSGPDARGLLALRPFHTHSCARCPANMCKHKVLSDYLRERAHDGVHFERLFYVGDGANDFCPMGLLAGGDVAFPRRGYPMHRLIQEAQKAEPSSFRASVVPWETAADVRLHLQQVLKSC
The depositor's hits bear a star; x = no result given. The list is partial (hit frequency here may not be typical).

SMILES	DNA FID counter	VIM-2 inh	MEKK3 PB1 HTS	UBC9 SUMO inh	p-CIP stab down	IMP-1 inhibitor	NS3 helicase inh	IDE act	PHOSPHO1 block
CSCCC(NC(=O)C1CCC(C)CC1)C(=O)Nc1ccc(NC(C)=O)cc1 (stereo not given)	-18.4	-2.1	101.0	-1.3	22.8	-2.1	-10.3	1.3	2.2
CN1c2ccccc2C(C)(C)C12C=Nc1c(ccc3ccccc13)O2 (stereo not given)	-1.2	1.5	100.0	41.6	-11.1	0.3	0.9	0.2	28.5
COc1cc(C2C(C#N)=C(N)Oc3c2ccc2ccccc32)ccc1OCC(=O)Nc1ccc(C)cc1 (stereo not given)	-14.9	-0.6	106.0	8.6	1.8	-2.3	-14.4	-0.1	-14.7
CCn1c(SCC(=O)NC(C)(C)C)nnc1-c1ccccn1	-7.7	-4.6	96.0	14.4	-13.6	-3.0	4.3	5.8	24.1
O=c1c2ccccc2nc(-c2ccccc2)n1Cc1ccc(Cl)cc1	-23.0	2.1	119.0	-3.8	-8.2	0.0	-4.8	2.8	-19.9
COc1ccc(OC)c(CNC(=O)c2cc(=O)[nH]c3ccc(S(=O)(=O)N4CCCC4)cc23)c1	-4.5	-2.8	124.0	11.5	-22.5	-2.9	4.8	x	26.7
CC(CN1CCN(C)CC1)OC(=O)c1cccc(Cl)c1 (stereo not given)	2.8	-1.4	100.0	9.7	-1.1	-4.4	-6.0	4.8	39.6
CCC(C)(NC(=O)c1ccccn1)C(=O)NC1CCCCC1 (stereo not given)	-3.6	-5.7	109.0	29.1	-19.0	-4.9	1.7	0.1	32.3
OCC1(CCOc2ccccc2)CCN(Cc2ccc3cccc(F)c3n2)CC1	8.7	-1.2	106.0	-1.8	-9.7	-2.3	-12.0	4.5	-0.8
COc1ccc(C)cc1NC(=O)CSc1nc2ccccc2nc1N1CCCC1	-18.9	0.1	96.0	0.1	-3.3	-1.6	-8.3	4.9	15.1
CN1C(=O)CC(N2CCN(C(=O)c3ccccc3)CC2)C1=O (stereo not given)	-1.9	-0.3	x	-6.0	-3.7	-2.8	-4.8	-0.5	15.2
CN1CCN(C2CC(=O)N(c3ccc4c(c3)OCCO4)C2=O)CC1 (stereo not given)	0.6	-0.6	103.0	16.5	-5.5	-1.2	-3.6	-1.9	4.6
O=C(N/N=C/c1ccccn1)NC12CC3CC(CC(C3)C1)C2	-32.6	-1.1	103.0	-2.2	2.7	-1.5	3.2	x	15.7
COc1ccc(N(CC(=O)Nc2ccc3c(c2)OCO3)S(C)(=O)=O)c(OC)c1	-1.1	-4.0	91.0	-1.0	-5.7	-2.8	3.4	3.1	-6.9
CCS(=O)(=O)c1ccc(O)c(NC(=O)Nc2ccccc2)c1	1.2	-1.6	104.0	8.5	-5.6	-2.1	8.8	4.6	50.0
CN(C)c1cc(Nc2ccc(O)cc2)c([N+](=O)[O-])c2nonc12	4.5	9.1*	126.0	34.0	-7.8	-4.4	1.5	0.6	-5.6
COC(=O)c1sccc1NC(=O)c1cc(C)on1	3.3	0.2	x	10.6	-5.1	-3.5	0.6	6.9	29.1
COc1ccc(OCCOC(=O)c2cccs2)cc1	-8.8	-5.4	107.0	6.7	-4.7	-1.9	9.2	-0.6	-13.6
C=CCS/C(N)=N\N=C\c1c(O)ccc2ccccc12	1.5	-1.4	139.0*	-0.2	0.0	-1.6	-12.0	-3.1	8.3
Cc1cc(C)n(-c2ccc(OCC(=O)O)nn2)n1	1.2	0.0	100.0	2.5	-18.9	-2.8	-5.7	-1.3	3.6
O=c1[nH]c2ccc(Cl)cc2c(-c2ccccc2)c1CN1CCOCC1	-3.5	3.3	87.0	-19.4	-14.7	-0.6	4.7	0.3	1.7
Fc1ccc(CN2CCCCCCC2)c(F)c1	-8.0	-5.5	100.0	-4.3	-8.0	-4.0	-11.6	-2.7	2.1
Cc1c(NC(=O)COC(=O)c2c3c(nc4ccccc24)CCCC3)c(=O)n(-c2ccccc2)n1C	-8.5	-1.3	118.0	4.0	-9.6	-0.7	5.6	2.1	-14.4
CC(=O)N1CCC(=O)Nc2ccc([N+](=O)[O-])cc21	-9.5	-1.1	107.0	6.9	-3.7	-1.4	7.7	20.1*	-12.4
Cc1ccc(C(C)C)c(OC(=O)/C=C/c2ccccc2)c1	-0.9	-7.5	92.0	-8.0	-11.1	-2.3	-9.1	3.6	-7.7
COc1ccc(C(OCC(O)CN2CCC(O)CC2)c2ccc(OC)cc2)cc1 (stereo not given)	9.2	-0.1	99.0	-3.2	2.3	-3.1	-28.6	4.2	-16.0
C/C(=N\NC(=O)c1ccc(Br)o1)c1cc2c(cc1NC(=O)CCC(=O)O)OCO2	-33.2	-4.9	101.0	8.1	1.5	-2.3	-1.4	-1.0	7.5
COc1ccc(C(=O)NC(C)C2CC3CCC2C3)c(OC)c1 (stereo not given)	-31.5	-1.9	103.0	4.6	-5.9	-2.0	8.1	3.4	31.0
COC(=O)c1c(N)c2ccccc2[nH]c1=O	2.9	-1.1	94.0	32.2	-14.0	-4.2	2.5	7.9	20.0
O=C1CC(NC2CCN(C(=O)c3cccc(F)c3)CC2)C(=O)N1 (stereo not given)	2.7	-2.7	106.0	-5.7	0.9	-1.9	-4.6	2.8	14.2
CCOC(=O)c1ccccc1NC(=O)COC(=O)CC1CCCCC1	-31.6	-2.4	104.0	11.2	-0.3	-1.7	-12.9	0.3	17.6
COc1ccc(CNc2nc(-c3cccnc3)nn2S(C)(=O)=O)cc1	-10.8	-2.2	104.0	8.7	5.1	-1.9	-36.4	-7.3	36.5
CC(C)c1cc(C(=O)Nc2cc(Br)ccc2O)no1	1.0	-2.5	96.0	2.3	-11.0	-0.7	1.0	3.6	-6.0
COc1ccc(-c2nc(CC(=O)O)cs2)cc1OC	-5.5	-0.7	104.0	35.7	-9.6	-3.1	-0.3	x	12.5
CC(Oc1ccc(F)cc1)C(=O)N1CCN(c2ncccn2)CC1 (stereo not given)	-14.2	1.8	106.0	17.6	-13.0	-0.9	-1.9	4.3	14.7
CCCCCN(C(=O)CCC(=O)OCc1ccc(C(C)(C)C)cc1)c1c(N)n(CCCC)c(=O)[nH]c1=O	-45.0	-0.1	94.0	-1.8	-25.3	-2.4	-5.0	-0.6	23.3
O=C(CN1CCC(NC(=O)c2cccc(F)c2)CC1)NCc1cccs1	0.3	-2.1	99.0	13.1	-5.7	-0.8	15.6	2.8	47.7
CN(C)c1ccc(P(=O)(OCc2ccccc2)C(O)c2ccccc2F)cc1 (stereo not given)	-28.1	0.3	100.0	22.2	-6.7	-1.6	-22.0	-2.3	1.0
COC(=O)c1cc(C(=O)Cc2ccccc2)c[nH]1	-0.2	-2.2	105.0	17.0	-1.8	-3.1	2.5	x	49.4
Cc1ccc(NC(=O)Cc2sc(C)nc2-c2ccc(C)cc2)cc1	-17.6	-3.7	100.0	3.5	-7.5	-1.7	10.5	1.4	-8.6
CCN(CC)S(=O)(=O)c1cc(C(=O)Nc2ccc(Cl)cn2)ccc1C	-12.4	-3.6	97.0	6.5	-8.2	-2.9	-13.9	0.9	-7.4
CN(C)S(=O)(=O)N1CCN(C(=O)c2ccccc2)CC1	-0.8	-2.9	96.0	5.6	-7.0	-3.3	-5.8	-1.6	10.4
O=C(COC(=O)Cc1cccc(C(F)(F)F)c1)Nc1ccc2c(c1)OCCO2	-12.8	-0.3	101.0	-6.8	-4.5	-1.7	-2.5	3.8	-15.9
COc1ccc(C2N(Cc3ccccc3)CCN2Cc2ccccc2)cc1[N+](=O)[O-]	7.8	-0.6	100.0	10.6	-18.8	-3.5	4.6	2.0	60.0*
COc1ccccc1OCC(=O)NCC1CCCCC1	-16.5	-6.9	98.0	-22.6	3.6	-1.4	-20.1	3.8	-6.9
C[C@H](NC(=O)C1CC(=O)N(c2ccc3c(c2)OCCO3)C1)C(=O)N1CCCCC1 (stereo not given in full)	-13.9	-1.9	104.0	x	7.2	-3.0	1.1	4.0	18.3
Cc1ccc2nc(NC(=O)CN(C)S(=O)(=O)c3cccc4nsnc34)sc2c1	-6.6	-4.0	107.0	1.8	-11.8	-2.8	24.1	4.8	7.0
CCC(=O)c1cc2c(C)cc(=O)oc2c(C)c1O	-6.2	0.0	104.0	8.8	-8.9	-3.1	3.8	-0.1	18.2
CSc1nc(O)c(C2OC(=O)c3ccccc32)c(=O)[nH]1 (stereo not given)	2.6	0.3	103.0	29.0	-12.3	-0.5	-11.9	4.9	25.3
CCN(CC)CCC(c1cc(OC)c(OC)c(OC)c1)c1c(O)cc(OC)cc1OC (stereo not given)	x	x	108.0	1.2	15.0	x	x	4.4	-5.1
CCOC(=O)C1=C(C)N=C2SC(C(=O)OC)=CC(=O)N2C1c1cccc(OC)c1 (stereo not given)	-42.0	-2.1	89.0	5.4	-32.0	-1.5	14.4	1.8	-104.5
Cc1cccc(NC(=O)CSc2ccc(C(N)=O)cc2[N+](=O)[O-])c1C	0.0	0.4	95.0	2.6	7.6	-1.9	-15.5	6.2	0.8
Cc1cc(C(=O)Nc2ccc(Br)cc2)cs1	0.8	-3.3	101.0	-3.3	-9.4	-2.4	-1.3	-1.4	14.7
Cc1ccc(NC(=O)CN2CCOCC2)c(Br)c1	-6.6	-0.7	112.0	-2.4	-11.3	-3.5	-4.8	0.1	13.0
CC(C)Cn1cc(C(=O)NCCCOC(C)C)c2c3ccccc3n(C)c2c1=O	-5.2	0.0	103.0	36.8	-3.8	-1.0	-1.8	0.2	8.5
Cn1c(CSc2ccccc2)c(C#N)c2ccccc21	-2.8	-2.8	95.0	9.7	-5.5	-2.6	0.8	-5.7	-3.5
Cc1ccc(N=Cc2c(O)n(-c3cc(Cl)ccc3N3CCOCC3)c(=O)c3ccccc23)cc1C	-13.9	-3.9	90.0	15.8	-11.7	-1.4	-10.6	7.6	-3.8

Limited to IDE act and NS3 helicase inh, for two of the compounds above:
| SMILES | IDE act | NS3 helicase inh |
| --- | --- | --- |
| CCOC(=O)C1=C(C)N=C2SC(C(=O)OC)=CC(=O)N2C1c1cccc(OC)c1 (stereo not given) | 1.8 | 14.4 |
| Cc1cccc(NC(=O)CSc2ccc(C(N)=O)cc2[N+](=O)[O-])c1C | 6.2 | -15.5 |
